# MBNL1-CUG inh = blocks human MBNL1 binding to CUG repeat RNA; Q9NR56; AID 2675; Potency, µM (series often up to 57.5 µM), for the others: top-dose activity change, negative = inhibition, actives largely listed as inhibitors; hit rate 0.036% among 280,000; TR-FRET MBNL1-His/biotin-(CUG)12 binding, 665/545 ratio; active = well fitted inhibition curve with a large enough effect in the signal ratio, with a control signal flat, not every such curve was filed as active; inconclusive = small, poorly fitted or top-dose-only effect, or effect the other way, or a change in a side signal; inactive = no such curve, though single readings can be large or run the other way; the % refers to the signal ratio; also: % is scaled to controls: 0 for no effect and ±100 for the full control effect
#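 His-tagged MBNL1 binding to biotinylated (CUG)12 RNA was measured by TR-FRET using terbium anti-His antibody (0.055 ng/ul final) and streptavidin-XL665 (5 nM final). Compounds were titrated 92 nM to 58 uM; 60 min at room temperature.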
# NPC1 promoter act = NPC1 promoter activation; Huh7 NPC1 promoter luciferase reporter, 24 h; Potency, µM (titrated, usually from 9.22 µM), inactives show top-dose activation, hits mostly activators; hit rate 2.4% among 320,000;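 also: % of control where 0% means no effect; nearly all actives have a fitted effect of over 60% in size; reporter is driven by a mutant NPC1 promoter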
#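 Quantitative HTS used a cell-based reporter: Huh7 cells stably bearing the NPC1 promoter upstream of luciferase were treated with compounds for 24 h, and promoter activation was read as luminescence.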
# RORgamma inh = blocks mouse ROR gamma transcriptional activity; P51450; Drosophila S2 Gal4-RORgamma UAS-luciferase reporter, 20 h; Potency, µM (doses to about 53.6 µM), for the others: at the top dose activity change, negative = inhibition, actives largely listed as inhibitors; hit rate 5.4% among 310,000; also: % is scaled to controls: 0 for no effect and ±100 for the full control effect; nearly all actives have a fitted effect of over 60% in size
# Target sequence (P51450 whole entry, looked up, the tested form may be a part): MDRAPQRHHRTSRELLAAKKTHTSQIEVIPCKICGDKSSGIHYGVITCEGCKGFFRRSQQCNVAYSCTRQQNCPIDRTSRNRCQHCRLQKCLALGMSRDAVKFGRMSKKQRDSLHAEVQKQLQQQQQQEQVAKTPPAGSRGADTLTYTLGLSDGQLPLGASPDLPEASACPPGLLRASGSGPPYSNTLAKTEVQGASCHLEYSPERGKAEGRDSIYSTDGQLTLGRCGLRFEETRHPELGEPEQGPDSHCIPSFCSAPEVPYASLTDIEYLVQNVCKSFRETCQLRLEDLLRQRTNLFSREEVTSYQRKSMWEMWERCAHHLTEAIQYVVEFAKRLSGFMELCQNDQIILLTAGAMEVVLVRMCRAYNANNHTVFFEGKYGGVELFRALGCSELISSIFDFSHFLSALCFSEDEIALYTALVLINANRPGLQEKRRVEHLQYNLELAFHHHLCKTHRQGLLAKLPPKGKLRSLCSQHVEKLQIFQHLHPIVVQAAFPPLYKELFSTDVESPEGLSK
#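 In this cell-based reporter format, copper sulfate (700 uM final) drives Gal4–ROR gamma fusion expression from a metallothionein promoter in Drosophila Schneider cells; compounds preincubated 1 hr, reporter read after 20 hr at ambient temperature.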
# ELG1 genotox = induces genotoxicity in HEK293T cells with luciferase-tagged ELG1; Potency, µM (doses to about 46 µM), for inactives: at the top dose activity change, positive = activation, hits mostly activators; hit rate 1.3% among 330,000; HEK293T ELG1-luciferase reporter, luminescence, 16 h; also: % of control where 0% means no effect; nearly all actives have a fitted effect of over 60% in size
#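 Genotoxic stress is detected as increased luminescence from luciferase-tagged ELG1 in HEK293T cells, measured with ONE-Glo after a 16 hr treatment at 37 °C.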
# BRCA1 expr up = activators of BRCA1 expression; hit rate 1.1% among 380,000; AID 624202; MCF7-BRCA1-FFLuc reporter, luminescence, 48 h; response scale: scaled: vehicle 0%, 10 µM genistein 100%; Potency, µM (highest dose often 46.1 µM), without a hit: top-dose activation, most hits filed as activators; also: nearly all actives have a fitted effect of over 80% in size; some results filed as inactive show a strong effect at the top dose
#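 MCF7-BRCA1-FFLuc, 2000 cells/well; 2 h attach, 37 °C/5% CO2; compound 48 h; luciferase substrate 15 min; luminescence end-point. Norm. to genistein 10 microM max activation and DMSO; concentration-response curves fitted.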
# FLuc counter = counter-screen for miR-21 project: firefly luciferase inhibitors or activators. purified FLuc, Km substrates, luminescence inhibition. Potency, µM (series often up to 57.5 µM), for inactives: at the highest dose activity change, negative = inhibition, most hits filed as inhibitors. hit rate 6.9% among 360,000. AID 588342;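 also: plate controls were vehicle for no effect and reference inhibitor for full effect; nearly all actives have a fitted effect of over 55% in size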
# Target sequence (P08659 whole entry, looked up): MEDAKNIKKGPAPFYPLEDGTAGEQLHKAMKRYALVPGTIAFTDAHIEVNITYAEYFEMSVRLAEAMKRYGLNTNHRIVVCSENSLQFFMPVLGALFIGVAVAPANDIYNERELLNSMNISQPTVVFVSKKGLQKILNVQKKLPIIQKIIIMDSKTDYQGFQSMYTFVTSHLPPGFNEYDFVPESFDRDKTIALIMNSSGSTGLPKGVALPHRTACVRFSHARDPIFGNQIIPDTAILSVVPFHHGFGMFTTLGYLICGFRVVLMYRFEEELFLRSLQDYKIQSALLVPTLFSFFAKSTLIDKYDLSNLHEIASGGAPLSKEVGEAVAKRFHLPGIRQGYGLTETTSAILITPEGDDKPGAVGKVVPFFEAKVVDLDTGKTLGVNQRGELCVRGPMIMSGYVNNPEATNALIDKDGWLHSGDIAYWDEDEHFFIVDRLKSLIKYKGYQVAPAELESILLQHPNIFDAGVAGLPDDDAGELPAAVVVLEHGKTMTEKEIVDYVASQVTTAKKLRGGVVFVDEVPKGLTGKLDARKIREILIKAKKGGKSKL
#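 Purified P. pyralis luciferase, 10 nM final, with Km-level 10 uM D-luciferin and 10 uM ATP in 50 mM Tris acetate pH 7.5, 10 mM Mg acetate, 0.01% Tween-20, 0.05% BSA; 6-point qHTS titration about 60 µM downward; luminescence read.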
# VP16 counter = Gal4-VP16 reporter inhibition counter-screen; Drosophila S2 Gal4-VP16 UAS-luciferase, luminescence, 20 h; AID 2546; Potency, µM (series often up to 53.6 µM), for inactives: top-dose activity, negative = inhibition, most hits filed as inhibitors; hit rate 3.5% among 310,000;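 also: Gal4-VP16 expression switched on by copper sulfate through the metallothionein promoter; % is scaled to controls: 0 for no effect and ±100 for the full control effect; nearly all actives have a fitted effect of over 50% in size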
# p53 reactivation = re-activators of mutant p53 | H1299 p53-A138V BP100-luciferase reporter, luminescence, 24 h | Potency, µM (titrated, usually from 92.2 µM), inactives show at the highest dose activity change, positive = activation, actives largely listed as activators | hit rate 0.063% among 320,000 | AID 504706; also: % of control where 0% means no effect; nearly all actives have a fitted effect of over 45% in size
#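 H1299 (p53-null), stable ts p53-A138V + BP100-Luc; 1000 cells/well, Opti-MEM/10% FBS; cpd 4 pt, 1:5; 24 h, 37 deg C, 5% CO2; detection reagent 10 min RT; luminescence.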
# Rab9 promoter act = Rab9 promoter activation; Huh7 Rab9 promoter-luciferase reporter, luminescence, 24 h; Potency, µM (titrated, usually from 9.22 µM), inactives show top-dose activation, negative = inhibition, hits mostly activators; hit rate 2.8% among 320,000; also: % of control where 0% means no effect; nearly all actives have a fitted effect of over 60% in size
#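 Cell-based reporter: Huh7 stable for Rab9 promoter-driven luciferase, plated in reduced-serum medium with 10% FBS at 1500 cells/well, compound-treated 24 h at 37 °C, luminescence read after 10 min reagent.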
# MLL CXXC-DNA inh = inhibitors of human MLL CXXC domain-DNA interaction; Q03164; MLL-CXXC / FITC-HOXA9 DNA fluorescence polarization; Potency, µM (doses to about 115 µM), for inactives: top-dose activity change, negative = inhibition, hits mostly inhibitors; hit rate 0.037% among 290,000; active = well fitted inhibition curve with a large enough effect in the polarisation, with a control signal flat, not every such curve was filed as active; inconclusive = small, poorly fitted or top-dose-only effect, or effect the other way, or a change in a side signal; inactive = no such curve, though single readings can be large or run the other way; the % refers to the polarisation
#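 Steps: dispense CXXC domain solution (7 uM) → pin compounds or unlabeled HOX-A9 DNA control → 5 min ambient → add FLSN-HOX-A9 solution (50 nM) → spin → 30 min ambient → fluorescence polarization. Tris pH 7.5/NaCl/DTT/BSA buffer.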
# uPA surface inh = blocks generation of uPA at the cell surface | Potency, µM (top dose mostly 38.3 µM), for inactives: top-dose activity change, negative = inhibition, most hits filed as inhibitors | hit rate 0.31% among 330,000 | cell surface uPA generation assay, qHTS | AID 540303; active = well fitted inhibition curve with a large enough effect; inconclusive = small, poorly fitted or top-dose-only effect; inactive = no such curve, though single readings can be large or run the other way; tested in mouse RAW 264.7 cells; also: % is scaled to controls: 0 for no effect and ±100 for the full control effect; nearly all actives have a fitted effect of over 55% in size
# Starred values were filed as active, the others as inactive; ? = inconclusive; nt = not tested or not shown; & = joins results of further samples; [ ] = remark or other dose. Unless noted, calls follow the shape of the dose curve; as a rule, active = well fitted curve in the direction sought with a large enough effect; inconclusive = small, poorly fitted or top-dose-only effect, or another doubt; inactive = no such curve, though single readings can be large; an effect the other way counts as inactive or inconclusive. Potency is read from the fitted curve at half-maximal effect. These rows are one share of the data; count on the stated rates, not on these rows.
# The line under a structure holds: MLL CXXC-DNA inh	RORgamma inh	ELG1 genotox	uPA surface inh	BRCA1 expr up	VP16 counter	FLuc counter	Rab9 promoter act	NPC1 promoter act	MBNL1-CUG inh	p53 reactivation
[1] CCn1c(CC(=O)Nc2ccccc2)nnc1SCc1nc2ccccc2c(=O)[nH]1
 : 1%	19%	5%	6%	-1%	-8%	0%	-9%	-4%	-4%	3%
[2] Clc1ccc(CNCCC2=CCCCC2)cc1
 : 23%	-5%	-1%	nt	10%	-1%	4%	3%	-3%	-4%	1%
[3] O=C(NC(=S)Nc1ccc(S(=O)(=O)N2CCCC2)cc1)C1CC1
 : -20%	10µM*	-10%	16%	0%	-1%	1%	-6%	-4%	-3%	12%
[4] COc1cccc(NC(=O)CN(C)C(=O)CN2C(=O)NC(C)(c3ccc(C)cc3)C2=O)c1 (configuration not stated)
 : nt	nt	0%	?	-6%	nt	6%	-1%	0%	nt	-13%
[5] COc1cc(CN2CCC(C)CC2)ccc1OCc1ccccc1
 : 22%	-16%	-4%	-7%	47%	-4%	-17%	-6%	2%	-4%	nt
[6] CCC1(CC)NC(=O)N(CC(=O)OCC(=O)c2ccccc2OC)C1=O
 : nt	nt	3%	5%	-6%	nt	1%	1%	-2%	nt	-1%
[7] COc1cccc(N=c2oc3c(C)ncc(CO)c3cc2C(N)=O)c1
 : -1%	-12%	0%	2%	-38%	-3%	-2%	-3%	1%	?	3%
[8] COc1ccc(-c2cc3ccc(OCC(C)=O)cc3oc2=O)cc1OC
 : 1%	1%	?	-7%	10µM*	-15%	15µM*	2µM*	4µM*	?	?
[9] CC(OC(=O)Cn1[nH]c(=O)c2ccccc2c1=O)C(=O)Nc1ccc(Cl)cn1 (configuration not stated)
 : nt	nt	0%	1%	-17%	nt	7%	0%	-3%	nt	-4%
[10] CC(=O)N1CCc2cc(S(=O)(=O)NC(C(=O)NC3CCCc4ccccc43)C(C)C)ccc21 (configuration not stated)
 : 11%	34%	5%	6%	-33%	-19%	-1%	1%	0%	6%	7%
[11] O=C(Cc1nnc(NC(=O)Nc2ccc(F)cc2)s1)NCc1ccccc1
 : 2%	25%	12%	4%	-31%	-6%	5%	-3%	-1%	-2%	0%
[12] CN1C=CC2=C(C#N)C(N)C(C#N)(C#N)[C@H](c3ccccc3)[C@H]2C1 (some centres not stated)
 : -1%	-32%	-4%	nt	6%	8%	-2%	-3%	-4%	?	4%
[13] COC(=O)c1ccccc1NC(=S)N1CCOCC1
 : 1%	0%	0%	-3%	-1%	-7%	0%	-3%	-1%	-6%	3%
[14] Cn1c(=O)c(=O)n(C)c2cc(S(=O)(=O)N3CCN(c4cccc(C(F)(F)F)c4)CC3)ccc21
 : 10%	-1%	1%	nt	0%	3%	-1%	-10%	-3%	2%	-9%
[15] CCc1ccc(CN(C)CC(=O)Nc2ccc3c(c2)CCC3)cc1
 : 6%	-106%	-1%	2%	7%	?	-12%	0%	-2%	nt	1%
[16] COC(=O)c1ccc(C(=O)Nc2nnc(-c3cccnc3)o2)cc1
 : -16%	2.5µM*	-1%	nt	nt	2.8µM*	-14%	-8%	-7%	2%	0%
[17] CCN(CC)S(=O)(=O)c1ccc(NC(=O)CO/N=C(\N)c2ccccc2)cc1
 : nt	nt	1%	-1%	-4%	nt	-8%	3%	0%	nt	-5%
[18] CCN(CC)S(=O)(=O)c1cc(NC(=O)C2CSC3(C)CCC(=O)N23)ccc1C (configuration not stated)
 : nt	nt	-3%	-5%	5%	nt	3%	-2%	-3%	nt	4%
[19] COc1ccccc1C(C)NC(=O)CN(C)CC(=O)Nc1c(C)cccc1C (configuration not stated)
 : nt	nt	-2%	-6%	1%	nt	3%	0%	-4%	nt	-5%
[20] O=C(O)/C=C/C(=O)NNC(=O)c1ccc(Cl)cc1Cl
 : 6%	44%	-6%	1%	27%	5%	-18%	14%	-3%	-7%	9%
[21] COc1ccc(CC(=O)Nc2ccc(C(=O)NC(C)(C)C)cc2)cc1OC
 : 9%	23%	-4%	1%	-8%	1%[10 µM]	-1%	-11%	0%	-6%	-1%
[22] CCCn1c(CNc2ccccc2O)nc2ccccc21
 : 0%	?	-4%	-10%	-37%	?	-2%[2.3 µM]	10%	-1%	15%	?
[23] CCOC(=O)c1c(C)[nH]c(C)c1C(=O)COC(=O)/C=C/c1ccco1
 : nt	nt	1%	-1%	0%	nt	3%	-4%	2%	nt	-2%
[24] Cc1nn(C/C(C#N)=N\O)c(C)[n+]1N
 : -3%	3%	1%	4%	33%	3%	0%	3%	-1%	1%	2%
[25] S=C(NC1CCCC1)NN1CCOCC1
 : 1%	?	2%	-1%	-5%	-10%	0%	0%	0%	-1%	2%
[26] CC1(C)CC(=O)C/C(=N\NC(=O)C2C3CCCCC32)C1 (configuration not stated)
 : 5%	21%	8%	4%	3%	-7%	-3%	-11%	0%	2%	-1%
[27] Cc1[nH]c2ccc(Br)cc2c(=S)c1C/C=C/Cl
 : 1%	7.9µM*	-12%	-14%	-15%	-17%	?	-1%	1%	12%	-9%
[28] O=C1CSc2ccccc2N1Cc1ccccc1F
 : 5%	5%	3%	nt	7%	-3%	-6%	7%	2%	-1%	1%
[29] Cc1ccc(-c2nc(C3CCN(S(=O)(=O)c4ccc(C(F)(F)F)cc4)CC3)no2)cc1
 : 6%	22%	2%	4%	-6%	-11%	0%	-3%	12%	0%	1%
[30] Cc1ccc(C(=O)NCC(=O)NCC(=O)OCC(=O)c2ccc([N+](=O)[O-])cc2)cc1
 : 6%	-6%	-1%	2%	-2%	5%	0%	7%	-7%	?	-26%

# Next section, overlapping the part above by 6 compounds.
# The line under a structure holds: MLL CXXC-DNA inh	RORgamma inh	ELG1 genotox	uPA surface inh	BRCA1 expr up	VP16 counter	FLuc counter	Rab9 promoter act	NPC1 promoter act	MBNL1-CUG inh	p53 reactivation
[25] S=C(NC1CCCC1)NN1CCOCC1
 : 1%	?	2%	-1%	-5%	-10%	0%	0%	0%	-1%	2%
[26] CC1(C)CC(=O)C/C(=N\NC(=O)C2C3CCCCC32)C1 (configuration not stated)
 : 5%	21%	8%	4%	3%	-7%	-3%	-11%	0%	2%	-1%
[27] Cc1[nH]c2ccc(Br)cc2c(=S)c1C/C=C/Cl
 : 1%	7.9µM*	-12%	-14%	-15%	-17%	?	-1%	1%	12%	-9%
[28] O=C1CSc2ccccc2N1Cc1ccccc1F
 : 5%	5%	3%	nt	7%	-3%	-6%	7%	2%	-1%	1%
[29] Cc1ccc(-c2nc(C3CCN(S(=O)(=O)c4ccc(C(F)(F)F)cc4)CC3)no2)cc1
 : 6%	22%	2%	4%	-6%	-11%	0%	-3%	12%	0%	1%
[30] Cc1ccc(C(=O)NCC(=O)NCC(=O)OCC(=O)c2ccc([N+](=O)[O-])cc2)cc1
 : 6%	-6%	-1%	2%	-2%	5%	0%	7%	-7%	?	-26%
[31] Cc1ccc(CNc2nc(N)c([N+](=O)[O-])c(Nc3cccc(F)c3)n2)cc1
 : 2%	4%	13%	-2%	-2%[1.84 µM]	5%	0%	1%	-4%	-3%	-2%
[32] OCCNCc1ccc(OC2CCCC2)cc1
 : 3%	-10%	-3%	-11%	1%	1%	-1%	-4%	-4%	-2%	?
[33] CCC1CN(S(=O)(=O)c2ccc3c(c2)NC(=O)CC(=O)N3)c2cc(Cl)ccc2O1 (configuration not stated)
 : nt	?	-8%	-5%	-8%	4%	1%&1%	-7%	-7%	2%	9%
[34] CC(C)(C)NC(=O)CSc1ncnc2c1cnn2-c1ccccc1
 : 4%	35%	0%	-10%	18%	4%	-9%	8%	-5%	-1%	nt
[35] CC1NC(C)(C)Cc2c1ccc1ccccc21 (configuration not stated)
 : 4%	-28%	-9%	5%	-2%	9%	1%	1%	-9%	-12%	-7%
[36] CCN1C(=NCc2ccco2)N[C@@H](c2cccc(F)c2)C(C(=O)OC)=C1C
 : 16%&3%	-28%&1%	0%	2%	0%	-6%&5%	7%&2%	-1%&6%	4%&0%	-14%&1%	nt
[37] O=C(Cc1ccccc1F)Nc1ccc(Cl)nc1
 : -11%	29%	1%	nt	-5%	5%	-17%	0%	1%	?	-4%
[38] CCOC(=O)Cc1csc(NC(=O)CSc2nc3sc(C(=O)O)c(C)c3c(=O)[nH]2)n1
 : -5%	0%	0%	2%	-3%	1%	-2%	1%	-6%	1%	-2%
